RGS4 act: potentiators or activators of RGS4; HEK293 M3R/inducible RGS4, carbachol calcium flux Fluo4; hits give low values; B-score at 10 µM; actives 0.92% (n = 310,000); AID 463111;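 active = B-score of the integrated calcium signal more than 4 SD below the library mean, with starting fluorescence not abnormally high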;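 also: negative B-score means reduced calcium response which marks RGS4 activation or potentiation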
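test system = HEK293 cells with stable M3R and inducible RGS4 | schedule = recording 10 s baseline at 1 Hz, 100 s post-agonist | technique = Fluo4-AM (2 µM) calcium-flux fluorescence, kinetic read | measure = Agonist-evoked peak-minus-minimum fluorescence over baseline, integrated ratio, B score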
TMEM16A inh: mouse TMEM16A channel inhibition, primary screen | Q8BHY3 | HEK293 TMEM16A/YFP iodide influx fluorescence, ionomycin | actives 1.2% (n = 310,000) | normalized B-score (activity score, 25-100; higher = stronger inhibition) at 10 µM;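 active = ratio plate-corrected score three or more library SD toward inhibition, starting fluorescence score within five deviations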;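 also: score derived from kinetic fluorescence span divided by baseline fluorescence per well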
KCNK3 block: human KCNK3 channel inhibition, primary screen | CHO-KCNK3 thallium flux, FluxOR fluorescence; hits give low values | O14649 | actives 0.84% (n = 340,000) | B-score at 10 µM;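 active = B-score under library mean minus 4 SD, starting fluorescence ratio at most library mean plus 5 SD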;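 also: more negative B-score means stronger inhibition of thallium flux through KCNK3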
Target sequence (O14649 whole entry, looked up): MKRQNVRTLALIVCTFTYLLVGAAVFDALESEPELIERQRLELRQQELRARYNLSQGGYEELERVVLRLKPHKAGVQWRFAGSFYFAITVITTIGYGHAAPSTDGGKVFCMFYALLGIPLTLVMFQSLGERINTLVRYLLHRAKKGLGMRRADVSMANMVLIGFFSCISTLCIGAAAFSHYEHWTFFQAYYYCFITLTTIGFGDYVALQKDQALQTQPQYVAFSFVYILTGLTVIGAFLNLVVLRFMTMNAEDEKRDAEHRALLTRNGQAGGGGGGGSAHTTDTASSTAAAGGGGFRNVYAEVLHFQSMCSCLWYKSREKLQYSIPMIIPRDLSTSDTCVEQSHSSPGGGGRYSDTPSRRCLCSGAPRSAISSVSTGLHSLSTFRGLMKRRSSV
ANO1 activ: activates or potentiates the mouse TMEM16A chloride channel | Q8BHY3 | HEK293 TMEM16A/YFP-H148Q/I152L, iodide quench fluorescence; hits give low values | B-score at 10 µM | actives 0.3% (n = 340,000);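 active = fluorescence-ratio B-score plate-corrected deviation score at least 3 library SD below zero, with starting fluorescence score within 5 deviations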;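 also: channel opened by trigger with iodide after compound preincubation; score built on the fluorescence ratio of max minus min over baseline; more negative score means more quench and so TMEM16A activation or potentiation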
KCNQ1 pot: potentiates or activates the human KCNQ1 potassium channel; P51787; CHO-K1 KCNQ1, thallium flux FluxOR fluorescence; hits give high values; B-score at 10 µM; actives 0.35% (n = 310,000);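 active = fluorescence ratio B-score, a plate-corrected score, at least three library SD, with initial intensity B-score within 5 SD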
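Assay system: CHO-K1 cells stably expressing KCNQ1. Medium: assay buffer for compound exposure, DMSO matched across wells. Timing: 37 °C overnight plating, 90-min dark dye load, 20-min compound pretreatment. Signal: kinetic FluxOR fluorescence, 10 s baseline plus 110 s post-stimulus.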
hERG protect: shields human hERG channel from block by proarrhythmic agents | activation (rescue from dofetilide block), less the hit threshold, % at 10 µM | CHO-hERG, FluxOR thallium flux, dofetilide IC70 present | AID 1511 | actives 0.51% (n = 310,000);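 active = activation above the mean of controls blocked by dofetilide plus 5 SD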;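 also: thallium influx through hERG after potassium depolarization seen as dye fluorescence rise; in these data hits start at about 4.7%; inactives centre near -7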
HDAC3 inhib: blocks human histone deacetylase 3; actives 0.15% (n = 320,000); AID 2718; inhibition, % at 8.3 µM; O15379; recombinant HDAC3, fluorogenic peptide/trypsin coupled, fluorescence; in the data active = inhibition above about 26%, passing the limit was not always enough
Target sequence (O15379 whole entry, looked up): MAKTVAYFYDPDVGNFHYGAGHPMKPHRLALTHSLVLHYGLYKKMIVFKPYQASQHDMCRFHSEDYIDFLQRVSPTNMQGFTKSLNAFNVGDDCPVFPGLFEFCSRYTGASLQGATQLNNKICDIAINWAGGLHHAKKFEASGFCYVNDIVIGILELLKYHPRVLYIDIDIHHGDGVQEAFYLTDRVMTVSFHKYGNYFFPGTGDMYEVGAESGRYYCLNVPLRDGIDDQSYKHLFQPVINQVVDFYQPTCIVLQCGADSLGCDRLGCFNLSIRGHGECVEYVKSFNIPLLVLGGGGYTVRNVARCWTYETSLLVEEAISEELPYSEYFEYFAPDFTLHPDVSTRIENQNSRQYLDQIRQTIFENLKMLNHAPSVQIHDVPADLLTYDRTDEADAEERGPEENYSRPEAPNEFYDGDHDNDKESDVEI
RGS4 block: inhibitors of human RGS4; P49798; HEK293 M3R/RGS4 inducible, Fluo-4 calcium flux; hits give high values; triggered by carbachol at its EC20; B-score at 10 µM; actives 0.45% (n = 310,000); AID 463165;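 active = B-score, a plate-corrected calcium signal, over three deviations above library mean, with baseline fluorescence within five deviations of library mean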;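 also: RGS4 expression induced by doxycycline in cells with stable M3 receptor; B-score is computed from the integrated fluorescence ratio over baseline after carbachol; higher B-score means a larger calcium signal and so more RGS4 inhibition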
Target sequence (P49798 whole entry, looked up): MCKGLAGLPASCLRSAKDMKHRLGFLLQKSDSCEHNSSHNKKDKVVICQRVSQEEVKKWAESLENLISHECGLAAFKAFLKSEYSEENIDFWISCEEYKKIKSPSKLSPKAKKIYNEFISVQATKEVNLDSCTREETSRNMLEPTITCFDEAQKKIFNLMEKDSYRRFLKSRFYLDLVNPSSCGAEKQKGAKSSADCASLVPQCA
KCNQ1 block: human KCNQ1 channel inhibition; P51787; CHO-K1 KCNQ1, FluxOR thallium flux fluorescence; hits give high values; actives 1.3% (n = 310,000); B-score at 10 µM;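 active = compounds whose thallium flux B-score, printed positive for inhibition, exceeds three library SD while starting fluorescence stays within three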;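 also: channel opened by potassium depolarization with thallium stimulus after 20 min compound exposure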
KCNK9 inh: human KCNK9 channel inhibition; actives 1.2% (n = 310,000); B-score at 10 µM; HEK293 KCNK9, FluxOR thallium flux fluorescence; hits give low values; Q9NPC2;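 active = ratio B-score over 3 SD below the library mean, with starting fluorescence within 5 SD of its mean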;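 also: negative B-score means less thallium flux so channel inhibition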
SKKanGAS inh: blocks kanamycin growth of S. pyogenes SKKanGAS strain | BacTiter-Glo, 6 h | inhibition, % at 7.5 µM | actives 1.3% (n = 300,000);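 active = mean replicate score, as percent of positive control median, at least 50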;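 also: strain carries kanamycin resistance gene driven by streptokinase promoter and grows in 40 µg/ml kanamycin; loss of luminescence reflects streptokinase promoter inhibition or plain growth inhibition; 0% = median of DMSO wells and 100% = positive control at its reference dose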
Starred values were filed as active, the others as inactive; i = inactive; x = not tested or not shown.

molecule	RGS4 act	TMEM16A inh	KCNK3 block	ANO1 activ	KCNQ1 pot	hERG protect	HDAC3 inhib	RGS4 block	KCNQ1 block	KCNK9 inh	SKKanGAS inh
O=C(NS(=O)(=O)Oc1ccc(Cl)cc1)OC[C@@H]1CCCN2CCCC[C@H]12	i	i	i	i	i	-4.8	1.3	i	i	i	1.0
CCOc1ccc(-n2c(SCC(=O)NC(C)CC)nc3n[nH]c(C)c3c2=N)cc1 (stereo not drawn)	i	i	i	i	i	-2.4	-3.4	i	i	i	7.8
CCNC(=S)N(CCc1c(C)[nH]c2ccccc12)Cc1cccnc1	i	i	i	i	i	-6.7	x	i	i	i	-0.3
CC1CCN(S(=O)(=O)c2ccc(C(=O)N3CCCC(C(F)(F)F)C3)cc2)CC1 (stereo not drawn)	i	i	i	i	i	-11.7	-0.2	i	i	i	4.3
O=Cc1cccc(OC(=O)c2ccc(Cl)cc2Cl)c1	i	i	x	x	i	-7.1	-7.6	i	i	i	3.6
Cc1cc(-c2ccccc2)n2nc(C)c(-c3ccccc3)c2n1	i	i	i	i	i	-7.0	3.7	i	i	i	-4.9
CCNc1nc(NCC)n2c(SCC(=O)Nc3ccc(F)cc3)nnc2n1	i	i	i	i	i	-5.6	-2.9	i	i	i	-9.9
O=C(NCCCCc1ccccc1)C12CN(Cc3ccccc3)CC1C(c1ccc([N+](=O)[O-])cc1)=NO2 (stereo not drawn)	i	i	i	i	i	-7.7	14.4	i	i	i	10.3
O=C(Cc1cc(=O)oc2cc(O)ccc12)NC(Cc1ccc(Cl)cc1)C(=O)O (stereo not drawn)	i	i	i	i	i	-6.0	-224.8	i	i	i	-1.9
COC(=O)C1=C(C)NC2=C(C(=O)CCC2)C1c1ccc(-c2ccsc2C(=O)OC)o1 (stereo not drawn)	i	i	i	i	i	14.4*	32.5*	i	i	i	-1.0
CCOC(=O)c1c(NC(=O)CSc2nccc(=O)[nH]2)sc(C)c1C	i	i	i	i	i	-6.8	-0.1	i	i	i	19.3
O=C(CNc1ccc2c(c1)OCO2)N/N=C\c1cn(Cc2ccccc2)c2ccccc12	i	i	i	i	i	-4.5	0.8	i	i	i	6.1

Next section, starting with the last 3 of the part before.
molecule	RGS4 act	TMEM16A inh	KCNK3 block	ANO1 activ	KCNQ1 pot	hERG protect	HDAC3 inhib	RGS4 block	KCNQ1 block	KCNK9 inh	SKKanGAS inh
COC(=O)C1=C(C)NC2=C(C(=O)CCC2)C1c1ccc(-c2ccsc2C(=O)OC)o1 (stereo not drawn)	i	i	i	i	i	14.4*	32.5*	i	i	i	-1.0
CCOC(=O)c1c(NC(=O)CSc2nccc(=O)[nH]2)sc(C)c1C	i	i	i	i	i	-6.8	-0.1	i	i	i	19.3
O=C(CNc1ccc2c(c1)OCO2)N/N=C\c1cn(Cc2ccccc2)c2ccccc12	i	i	i	i	i	-4.5	0.8	i	i	i	6.1
Cc1cccnc1NC(=O)c1ccc(NS(=O)(=O)/C=C/c2ccccc2)cc1	i	i	i	i	i	-20.7	14.2	i	i	i	8.3
COc1ccccc1CCC(=O)Nc1ccc(S(=O)(=O)Nc2nccs2)cc1	i	i	i	i	i	-15.9	-2.3	i	i	i	-10.0
CC(C)NC(=O)COc1ccc(OCc2ccccc2)cc1	i	i	i	i	i	0.0	4.8	i	i	i	-6.2
Cc1ccc(S(=O)(=O)c2nc(NCCCn3ccnc3)sc2Cl)cc1	i	i	i	i	i	-8.5	-0.1	i	i	i	0.0
COc1cc(/C=N/NC(=O)CSc2n[nH]c(=O)[nH]c2=O)cc(OC)c1O	i	i	i	i	i	-8.9	4.2	i	i	i	-16.9
O=C(Nc1nnc(S(=O)(=O)N2CCCC2)s1)c1ccccc1Cl	i	i	i	i	i	-7.4	4.1	i	i	i	13.7
CS(=O)(=O)N(Cc1ccc(C(=O)NCc2ccco2)cc1)c1ccccc1	i	i	i	i	i	-4.3	9.0	i	i	i	-13.0
NCCCC[C@H]1CNC(=O)C(=O)N1CCc1cccc2ccccc12	i	i	i	i	i	-7.9	-4.9	i	i	i	1.7
CCOC(=O)C1CCN(S(=O)(=O)c2cccc(-c3cn4cccnc4n3)c2)CC1	i	i	i	i	i	-1.9	-18.3	i	i	i	10.1
O=C(NCc1csc(-c2cccs2)n1)c1cccc(Cl)c1	i	i	i	i	i	-9.4	-1.4	i	i	i	1.2
Clc1c(Cl)c(Cl)c2n[nH]nc2c1Cl	i	100*	i	i	i	-17.1	-5.3	i	i	i	16.8
Cc1ccc(NC(=S)N(CCN(C)C)C(C)c2cccnc2)cc1 (stereo not drawn)	i	i	i	i	i	-12.2	-12.8	i	i	i	-3.7
CC(CO)(CO)NCc1ccc(-c2ccccc2)cc1	i	i	i	i	i	-1.6	x	i	i	i	4.3
CS(=O)(=O)N(CCc1ccccc1)CC(=O)Nc1ccccc1	i	i	i	i	i	-12.8	1.3	i	i	i	-5.7
Cc1cccc(C(=O)Oc2ccccc2C(=O)N2CCOCC2)c1	i	i	i	i	i	-4.7	-1.2	i	i	i	-3.1
Cc1cccc2sc(NC(=O)CN3C(=O)NC4(CCCC4)C3=O)nc12	i	i	i	i	i	-10.4	-4.0	i	i	i	11.3
CC1(C)CC(=O)C(C=NCCCN2CCCC2=O)=C(O)C1	i	i	i	i	i	0.0	-2.7	i	i	i	-6.3
CCOc1ccc(C(C)=O)cc1CN1C(=O)c2ccccc2S1(=O)=O	i	i	i	i	i	-6.1	2.2	i	i	i	1.9
O=Cc1cc(-c2ccccc2)[nH]c1-c1ccccc1	i	i	i	i	i	-2.2	-5.9	i	i	i	-0.6
O=C(CNC(=S)N(CCCN1CCOCC1)Cc1cccs1)N1CCOCC1	i	i	i	i	i	-6.8	7.2	i	i	i	4.5
COc1cccc(NC(=O)CSc2nc3ccccc3c(=O)n2CCCC(=O)NCCCN2CCOCC2)c1	i	i	i	i	i	-18.9	5.2	i	i	i	3.8
COc1ccc(NC(=O)CCC2COc3ccccc3O2)c(OC)c1 (stereo not drawn)	i	i	i	i	i	-9.7	13.9	i	i	i	-1.0
CCOC(=O)N1CCN(Cc2nc(N)nc(Nc3ccc(OC)cc3)n2)CC1	i	i	i	i	i	-6.6	12.8	i	i	i	-6.1
CCc1ccc(-c2nc(CS(=O)CC(=O)NC3CCCCCC3)c(C)o2)cc1 (stereo not drawn)	i	i	i	i	i	-6.6	0.1	i	i	i	2.0
COc1cccc(CNC(=O)CNC(=O)c2cccs2)c1	i	i	i	i	i	-5.9	-3.3	i	i	i	-1.0
CCOC(=O)C(Sc1nnc2c3ccccc3n(CC)c2n1)C(=O)OCC	i	i	i	i	i	-16.3	0.9	i	i	i	3.1
Cc1ncc([N+](=O)[O-])n1Cc1ccccc1	i	i	i	i	i	-2.5	-3.4	i	i	i	-1.9
COc1ccccc1-c1cc(C(=O)NCc2ccco2)no1	i	i	i	i	i	-6.9	7.2	i	i	i	-6.8
CCCc1nnc(NC(=O)CCC(=O)O)s1	i	i	i	i	i	-19.2	-3.8	i	i	i	-2.2
COC(=O)Cc1cc(=O)n2[nH]c(C)nc2n1	i	i	i	i	i	-1.5	-2.2	i	i	i	-2.8
CCOc1ccc(NS(=O)(=O)c2ccc(C(=O)NCCN3CCOCC3)cc2)cc1	i	i	i	i	i	-9.8	1.8	i	i	i	-1.9
CC1(C)NC(=O)N(CC(O)COc2cc3ccccc3cc2C(=O)N2CCCCC2)C1=O (stereo not drawn)	i	i	i	i	i	-8.1	6.2	i	i	i	1.3
Cc1ccc(OCC(=O)N2CCCCCCC2)cc1C	i	i	i	i	i	-2.6	4.6	i	i	i	2.6
C/C(=N\NC(=O)CNc1ccc(F)cc1)c1cc2ccccc2o1	i	i	i	i	i	-7.6	-2.6	i	i	i	16.2
COc1ccc(CC(=O)NNS(=O)(=O)c2ccc(F)cc2)cc1OC	i	i	i	i	i	-2.6	-0.2	i	i	i	4.7
COC(=O)c1ccc(N/N=C/c2cc([N+](=O)[O-])cc(OC)c2O)cc1	i	i	i	i	i	-11.6	-5.9	i	i	i	7.5

2 successive entries from above, quoted:
molecule	RGS4 act	TMEM16A inh	KCNK3 block	ANO1 activ	KCNQ1 pot	hERG protect	HDAC3 inhib	RGS4 block	KCNQ1 block	KCNK9 inh	SKKanGAS inh
COc1ccc(CC(=O)NNS(=O)(=O)c2ccc(F)cc2)cc1OC	i	i	i	i	i	-2.6	-0.2	i	i	i	4.7
COC(=O)c1ccc(N/N=C/c2cc([N+](=O)[O-])cc(OC)c2O)cc1	i	i	i	i	i	-11.6	-5.9	i	i	i	7.5

Following part:
molecule	RGS4 act	TMEM16A inh	KCNK3 block	ANO1 activ	KCNQ1 pot	hERG protect	HDAC3 inhib	RGS4 block	KCNQ1 block	KCNK9 inh	SKKanGAS inh
CCOc1ccc(NC(=O)CSc2nnc(-c3ccccn3)n2C)cc1	i	i	i	i	i	-9.9	2.0	i	i	i	-1.5
O=C(Nc1ccccc1)N(Cc1ccc(Cl)cc1)CC(O)C(F)(F)F (stereo not drawn)	i	i	i	i	i	-12.8	1.9	i	i	i	1.7
CC1=C(C(=O)OC(C)(C)C)C(c2ccc3ccccc3c2)NC(=O)N1C (stereo not drawn)	-8.02*	i	i	i	i	-3.9	-3.1	i	i	i	5.5
COc1ccc(S(=O)(=O)NCc2cccnc2)cc1NC(=O)c1ccccc1	i	i	i	i	i	-8.5	-1.5	i	i	i	-11.9
O=C(CN1C(=O)C2CC=CCC2C1=O)N1CCN(c2ccc([N+](=O)[O-])cc2)CC1 (stereo not drawn)	i	i	i	i	i	-6.5	1.9	i	i	i	-17.6
COc1ccc(Cc2nnc(NC(=O)c3ccco3)s2)cc1	i	i	i	i	i	-15.1	5.1	i	i	i	-1.7
